# High-throughput results from PubChem.
# miR122 inh – miR-122 Renilla sensor signal increase in Huh7, primary screen, miR-122 inhibitor project, cell-based, single point, plate reader. Huh7 miR-122 Renilla luciferase sensor, 48 h; neutral wells = 0, positive control = 100. activation (reporter increase), % at 12.5 µM. hit rate 0.3% among 340,000;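 active = mean replicate activation score at least 90 and every replicate individually at or above 90; inconclusive = only one of the two criteria met; inactive = neither criterion met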;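 note: higher luciferase means less miR-122 activity so hits act as miR-122 inhibitors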
# PAX8 reporter – inhibitors of PAX8-driven TPO luciferase reporter, primary screen, RMG-I cells, single concentration; SteadyGlo, 24 h; inhibition, % at 12.6 µM; hit rate 1.2% among 360,000; AID 652154, 2013;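 active = mean replicate inhibition at least 60% with every replicate also reaching 60%; inconclusive = only one of the two criteria is met; inactive = mean below 60% and not all replicates reaching 60%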;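 note: luciferase light reporting Pax8 driven TPO promoter activity; plate controls were median of neutral control wells for no effect and mitoxantrone controls for full effect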
# PGC1a acetyl inh – inhibitors of PGC1a acetylation signal, primary screen, cell-based, U2OS, AlphaScreen, inhibitor mode | AlphaScreen anti-acetyl-lysine; with virally co-expressed GCN5 acetyltransferase | inhibition, % at 15.6 µM | AID 651687, 2012 | hit rate 0.17% among 350,000;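 active = every replicate shows inhibition of at least 40%; inconclusive = mean inhibition at least 40% but some replicate below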;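 note: 0% = neutral control wells and 100% = positive control wells; some results beyond the cut were filed as inactive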
# EWS-Fli block – EWS/Fli-driven NR0B1 reporter inhibitors, primary screen, A673 cells, NR0B1 luciferase, luminescence, MLPCN library; AID 651661, 2012; hit rate 0.67% among 350,000; viability-normalised; inhibition, % at 12.6 µM;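 active = mean inhibition of at least 50% after viability correction, with every replicate also passing that limit; inconclusive = mean reaches 50% but only one of two replicates passes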;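 note: firefly luciferase signal divided by Alamar Blue viability fluorescence both relative to DMSO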
# Cneo AK release – Cryptococcus neoformans cell lysis inducers, primary screen, AK release luminescence, single concentration | C. neoformans lysis, adenylate kinase release luminescence, 4 h; normalised: neutral wells 0, clomiphene wells 100 | lysis activity, % at 15 µM | hit rate 0.2% among 360,000 | AID 651654, 2012;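 active = mean lysis activity across replicates of at least 80%, whatever share of replicates individually reach that level; inactive = mean lysis activity below 80%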
#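 Test system: log-phase Cryptococcus neoformans yeast cells; Quantity: yeast cell density of 5 × 10^6 cells/mL; Buffer or medium: YPD; Doses: single compound concentration per well; Timing: 4 h at 37 °C static, read 1 h later; Measured by: AK luminescence; Read-out basis: lysis from increased AK signal; Control set: Clomiphene as positive control.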
# Casp6 inh – human caspase-6 inhibitors, primary screen, biochemical, VEID-R110 fluorescence, single point, set 2 | purified caspase-6, Z-VEID-R110 cleavage fluorescence | inhibition, % at 12.5 µM | P55212 | hit rate 0.53% among 350,000;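 active = mean inhibition across replicates at least about 35%, with every replicate also reaching that limit, limit read from the data; inconclusive = only one of the two criteria met; inactive = neither criterion met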;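 note: 0% = median of neutral control wells and 100% = no fluorescence left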
# Target sequence (P55212 24-179 limits assumed): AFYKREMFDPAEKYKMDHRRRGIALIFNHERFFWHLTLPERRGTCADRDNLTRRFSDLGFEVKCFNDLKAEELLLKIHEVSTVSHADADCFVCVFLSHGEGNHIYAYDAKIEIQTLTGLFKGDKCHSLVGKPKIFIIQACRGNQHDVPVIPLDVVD
# Target sequence (P55212 194-293 limits assumed): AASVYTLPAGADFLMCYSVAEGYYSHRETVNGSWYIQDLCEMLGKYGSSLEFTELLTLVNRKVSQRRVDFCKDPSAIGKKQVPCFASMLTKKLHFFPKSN
# FN deposition inh – inhibitors of fibronectin matrix deposition, primary screen, AH1F cells, Alexa488-fibronectin fluorescence, plate reader; hit rate 0.086% among 350,000; inhibition, % at 12.6 µM; AID 743247, 2014; AH1F fibroblasts, overnight;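 active = mean inhibition across replicates of 30% or more, regardless of how many single replicates reach that level; inconclusive = mean under 30% yet at least half of replicates reach 30%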;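 note: positive control wells lacked labelled fibronectin entirely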
#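 Assay system: AH1F fibroblasts / Quantity: 10000 cells per well / Medium: DMEM plus 2% serum, read in PBS / Reagent: labelled fibronectin 24 nM / Dosing: single dose, pinned / Times: 1 h cell attachment, overnight exposure to compound and label / Signal: fluorescence, ex 485 nm, em 525 nm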
# LGR2 antag – inhibitors of bursicon-induced LGR2 CRE-luciferase signal, primary screen, cell-based, HEK293, CRE-luciferase reporter, bursicon stimulation. Drosophila bursicon receptor LGR2 (rickets). bursicon-stimulated, 4 h. inhibition, % at 9.99 µM. hit rate 0.35% among 380,000;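 active = drop in luminescence signal, shown as inhibition above about 50% in the replicate tests, limit read from the data, passing the limit was not always enough; inconclusive = probably only some replicates passing the limit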;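 note: agonist challenge used bursicon conditioned medium at about half maximal strength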
# * marks the source's active call; other numbers are inactive results; ? = inconclusive; / = no result given; & = joins results of further samples; [ ] = another dose, or the depositor's remark. Outcome played no part in choosing rows; overall some 2.5% were active at least once.
SMILES,miR122 inh,PAX8 reporter,PGC1a acetyl inh,EWS-Fli block,Cneo AK release,Casp6 inh,FN deposition inh,LGR2 antag
COc1cccc(-c2ccc3c(c2)O[C@@H](CN(C)C(=O)C2CC2)[C@@H](C)CN([C@H](C)CO)S3(=O)=O)c1,-1[16.7 µM],/,-15,-8,-2,-1,/,-11
CC(C)C(C)NC(=O)CN1C(=O)NC(c2ccccc2)(c2ccccc2)C1=O (centres undefined),0,-2,5,2,2,1,4,-3
C[C@H]1CN([C@@H](C)CO)C(=O)Cc2cc(NC(=O)C3CC3)ccc2O[C@@H]1CN(C)Cc1ccncc1,3[16.7 µM],-15,2,-2,-4,0,/,18
C=CCNC(=O)c1ccc(OC)cc1,/,8,/,9,2,1,7,13
C[C@H](CO)N1C[C@H](C)[C@H](CN(C)Cc2ccccc2)Oc2c(NC(=O)CCCCCC(=O)Nc3ccccc3N)cccc2C1=O,/,7,-7,/,/,0,/,6
COC(=O)c1cccc(C(=O)Nc2ccc(C)cc2)n1,0,-21,-13,/,-2,/,-4,/
CCOc1ccc2ccccc2c1/C=N/NC(=O)c1ccc(C)nc1,-6,5,8,-6,1,-1,1,-7
O=C(NCC[C@H]1CC[C@H](NC(=O)C2CCCCC2)[C@H](CO)O1)c1cc(Cl)cc(Cl)c1,/,-15,3,3,-1,1,13,16
O=C(COC(=O)CC(NC(=O)c1ccccc1Cl)c1ccccc1)Nc1cccc(F)c1 (centres undefined),/,17,/,8,/,0,-12,19
CC1CN(Cc2cc(=O)oc3cc(O)ccc23)CC(C)O1 (centres undefined),-2,-17,8,7,12,-1,-1,7
Cc1noc(C)c1NC(=O)N[C@H]1CC[C@H](CC(=O)Nc2ccccc2)O[C@H]1CO,/,/,13,1,5,-3,/,13
CCN(CC)S(=O)(=O)c1cc(C(=O)Nc2ccncc2)ccc1Cl,3,/,2,/,0,/,/,-9
O=C(C[C@H]1C=C[C@H](NC(=O)Nc2ccc(C(F)(F)F)cc2)[C@@H](CO)O1)NCc1ccccn1,/,3,?,-7,5,2,5,8
CCOC(=O)C1CCCN(c2c(Nc3ccc(OCC)cc3)c(=O)c2=O)C1 (centres undefined),0,-4,9,3,0,-1,-4,17
Cc1[nH]c2ccc(-c3nnc(SCC(=O)c4ccc(F)cc4)o3)cc2c1C,-2,/,0,-32,-1,0,/,-9
C[C@H](CO)N1C[C@H](C)[C@H](CN(C)C(=O)NC2CCCCC2)Oc2ccc(NC(=O)CCC(F)(F)F)cc2CC1=O,0[16.7 µM],-8,9,-4,-5,3,-3,14
CCOc1ccc(C2C(C(=O)c3cccs3)=C(O)C(=O)N2Cc2cccnc2)cc1OC (centres undefined),/,-4,/,9,/,1,-5,-21
COC(=O)[C@@]1(Sc2ccccc2)CC(=O)N[C@@H]1c1ccccc1,/,-10,/,-10,/,-1,-2,-2
Cc1[nH]c2c(ccc3cccnc32)c1C,-2,-56,12,-40,-4,0,6,-13
CC(C)Cn1c(=O)c(C(=O)Nc2ccccc2S(N)(=O)=O)c(O)c2ccccc21,/,/,12,2,-1,-1,/,9
CC1=C(C(=O)OC(C)C)C(c2ccc3c(c2)OCO3)NC(=O)N1 (centres undefined),-4,-36,-6,-1,3,1,-1,2
C=CCNC(=O)[C@H]1[C@@H]2C(=O)O[C@@H](c3ccccc3)[C@@H](c3ccccc3)N2[C@@H](c2ccc(OCCO)cc2)[C@]12C(=O)Nc1ccccc12,/,-11,/,-1,1,1,/,/
C[C@@H]1CN([C@H](C)CO)C(=O)CCCn2cc(nn2)CO[C@@H]1CN(C)Cc1ccccc1,-4[16.7 µM],11,5,-7,/,/,-6,-10
CCOC(=O)N1CCN(C(=O)CNC(=O)c2nn(-c3ccc(OC)c(Cl)c3)c(=O)c3ccccc23)CC1,-13,-7,10,-32,6,3,0,5
CCCNC(=O)C1(C)CCCN(C(=O)c2cccnc2Oc2ccccc2)C1 (centres undefined),/,-7,/,-1,0,0,/,9
Cc1cc(C)n2c(Nc3ccc4c(c3)OCCO4)c(C(C)C)nc2n1,/,0,/,-20,/,1,-14,26
C[C@@H]1CN([C@H](C)CO)C(=O)CCCn2cc(nn2)CO[C@H]1CN(C)C(=O)Cc1ccccc1,-5,-8&-6,2&-6,-10&3,0&-2,4&-1,-22&-17,4
COc1ccccc1NC(=O)CNC(=O)c1ccccc1C,4,/,-2,/,0,/,0,7
COC(=O)c1ccc(NC(=S)NCc2ccco2)cc1,10,-25,-12,-6,0,0,12,-10
COc1ccc(CN(C)C[C@H]2Oc3ccc(NC(=O)CCN4CCOCC4)cc3CC(=O)N([C@H](C)CO)C[C@@H]2C)cc1,/,-40,-1,31,/,1,/,-4
CC(=O)c1cccc(Nc2ccc(C#N)cc2)c1,4,-15,-6,-17,1,6,12,-10
C[C@H]1CN([C@@H](C)CO)S(=O)(=O)c2ccc(C#CCN(C)C)cc2O[C@@H]1CN(C)Cc1ccccn1,29[16.7 µM],/,-6,9,-1,12,0,4
O=C(NC1CCCc2c1cnn2-c1cc(F)cc(F)c1)c1cc[n+]([O-])cc1 (centres undefined),-4,-2,3,/,3,3,/,9
C[C@@H]1C=CCCO[C@]12C(=O)Nc1ccccc12,/,-5,/,2,/,-2,8,-6
CC(C)N1C(=O)c2ccccc2NC(=O)C1C(=O)NC1CC1 (centres undefined),/,5,/,-9,/,-1,14,0
CCOC(=O)c1sc2nc(C)nc(NCc3ccc(F)cc3)c2c1C,/,46,/,10,1,-1,-2,6
Cc1ccc(S(=O)(=O)Nc2ccc3c(c2)CC(=O)N([C@@H](C)CO)C[C@H](C)[C@H](CN(C)C(=O)NC2CCCCC2)O3)cc1,-10[16.7 µM],3,-8,10,-2,-1,/,-13
CCc1c(C)sc2nc3c(C(=O)N4CCOCC4)cc(C(=O)c4cc(F)ccc4O)cn3c(=O)c12,7,21,-8,11,7,2,-10,3
Cc1csc(=Nc2c(C)n(C)n(-c3ccccc3)c2=O)n1-c1ccccc1,-6,19,/,-161,/,-4,5,/
CCCOc1ccc(OCCNC2CCCC2)cc1,4,-11,-11,/,3,/,6,/
COc1ccccc1C(=O)Nc1ccc2c(c1)C(=O)N(C)[C@H]1CC[C@@H](CC(=O)NCc3ccc(Cl)c(Cl)c3)O[C@@H]1CO2,51[16.7 µM],20,-25,0,0,-1,8,13
CCN1C[C@@H]2[C@@H]3C(=O)N(Cc4ccccc4)C(=O)[C@@H]3[C@](CC)(C1=O)N2C(=O)c1ccc(C(F)(F)F)cc1,1,-2,8,9,0,0,1,23
C[C@H](CO)N1C[C@H](C)[C@H](CN(C)Cc2ccccc2)Oc2ccc(NC(=O)c3ccncc3)cc2C1=O,6[16.7 µM],-12,/,0,45,-1,0,11
CC(=O)c1sc(C(=O)O)c(-c2ccco2)c1-c1ccco1,/,22,8,2,/,64*,2,/
COc1cccc(C(C)(O)c2nc(-c3cnc4ccccc4c3)cs2)c1 (centres undefined),0,0,3,3,-1,-2,-4,4
COC(=O)Cc1ccc(NC(=S)Nc2cccc(C)n2)cc1,/,-2,/,5,/,4,-17,-27
C[C@H](NC(=O)c1nc[nH]c1C(=O)NCc1ccccc1)C(=O)OCc1ccccc1,3,-26,-4,-1,4,1,-1,8
CCC(=O)N1[C@H](CO)[C@H]2c3ccccc3N(S(=O)(=O)c3ccccc3C)C[C@H]21,-7[16.7 µM],15,-5,-3,-2,0,/,-2
COc1ccccc1CNCC(=O)Nc1ccc(N(C)C)cc1,-8,-29,3,-25,1,-1,-1,-39
CNC[C@@H]1Oc2cc(-c3cccc(F)c3)ccc2S(=O)(=O)N([C@@H](C)CO)C[C@H]1C,-5[16.7 µM],/,0,2,-6,-2,/,12

# Additional compounds.
SMILES,miR122 inh,PAX8 reporter,PGC1a acetyl inh,EWS-Fli block,Cneo AK release,Casp6 inh,FN deposition inh,LGR2 antag
CCOC(=O)Cn1c(=O)c(-c2ccccc2NC)nc2ccccc21,-1,/,28,/,-7,/,/,17
COCCn1c(N)c(S(=O)(=O)c2cccs2)c2nc3ccccc3nc21,79,/,1,8,0,3,/,-16
CSc1ccccc1NC(=O)c1ccc(N2CCCC2=O)cc1,/,-110,/,-89,-3,-1,-9,-27
CC(=O)Nc1ccc(OCC(O)Cn2cccn2)cc1 (centres undefined),1,-12,3,4,1,-3,1,-15
O=C(CSCc1cc(=O)n2ccsc2n1)Nc1ccc(F)cc1,1,4,3,/,-1,0,2,12
CCOc1ccc2nc(NCCNS(=O)(=O)c3ccccc3)c(C#N)cc2c1,3,/,/,/,0,0,/,-11
O=C(CSc1ccc(F)cc1)Nc1ccc(Br)cc1,/,-102,/,-19,/,1,-11,-63
Cc1ccc(NC(=O)C2(N(C(=O)Cn3nnnc3N)c3ccc(C)cc3)CCCCC2)cc1,8,-5,3,/,4,/,0,/
CC1CCCCC1NC(=O)CCS(=O)(=O)c1ccc(Cl)cc1 (centres undefined),-7,-4,3,0,3,-2,2,4
COc1ccc(CNS(=O)(=O)c2cn(C)c(=O)n(C)c2=O)cc1,4,-1,-6,-1,6,-5,/,-10

# Full records as entered above. Screens in order: miR122 inh	PAX8 reporter	PGC1a acetyl inh	EWS-Fli block	Cneo AK release	Casp6 inh	FN deposition inh	LGR2 antag
# CC(=O)Nc1ccc(OCC(O)Cn2cccn2)cc1 (centres undefined) is listed as 1	-12	3	4	1	-3	1	-15
# CCOC(=O)Cn1c(=O)c(-c2ccccc2NC)nc2ccccc21 is listed as -1	/	28	/	-7	/	/	17
# O=C(CSCc1cc(=O)n2ccsc2n1)Nc1ccc(F)cc1 is listed as 1	4	3	/	-1	0	2	12

# Remaining list, next part:
SMILES,miR122 inh,PAX8 reporter,PGC1a acetyl inh,EWS-Fli block,Cneo AK release,Casp6 inh,FN deposition inh,LGR2 antag
CCOC(=O)c1sc2nc(CC(=O)OC)nc(NCc3ccc(F)cc3)c2c1C,-8,/,-16,/,3,/,7,-10
CCOC1=C2[C@@H](CN(S(=O)(=O)c3ccc(C)cc3)[C@H]2c2ccccc2Cl)[C@H]2C(=O)NC(=O)[C@H]2C1,52,-19,-36,-12,23,1,9,7
CO[C@H](CN(C)C(=O)Nc1ccc(Cl)cc1)[C@H](C)CN(Cc1ccccc1Cl)[C@@H](C)CO,/,/,-12,8,-4,1,13,14
COc1ccc(NC(=O)N(C)C[C@H]2Oc3ccc(NS(=O)(=O)c4ccc(F)cc4)cc3CC(=O)N([C@H](C)CO)C[C@@H]2C)cc1,12[16.7 µM],/,0,-2,/,1,/,2
O=[N+]([O-])c1ccc(S(=O)(=O)Nc2nnc(C(F)(F)F)s2)cc1,-2,-6,-14,7,4,1,-7,-12
Cc1cccc(N/N=C(\C#N)S(=O)(=O)C(C)(C)C)c1,/,6,8,3,/,-4,/,-10
C[C@H](CO)N1C[C@H](C)[C@@H](CN(C)S(=O)(=O)c2cccs2)OCCCC[C@H](C)Oc2ccc(NC(=O)NC3CCCCC3)cc2C1=O,-2[16.7 µM],-5,7,11,3,/,/,7
